STAT3 inh = inhibitors of IL-6 induced STAT3 signaling. U3A cells, IL-6 STAT3-luciferase reporter, luminescence; host cell line lacks STAT1. inhibition, % at 5.5 µM. 190,000 compounds, 0.89% hits;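 active = inhibition above the mean inhibition across all screened compounds plus 3 SD, cut at about 44% in these data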;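 also: 0% = DMSO only wells and 100% = 100 µM nifuroxazide control wells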
Diaphorase act = activates diaphorase or chemically reduces, flagging diaphorase assay artifacts | Diaphorase/resazurin coupled assay, resorufin fluorescence, 16 min; hits give high values; 1 = vehicle wells, 0 = NADH-free wells | activation factor at 20 µM | 190,000 compounds, 0.005% hits;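 active = diaphorase activity raised at least twofold by the compound at 20 µM; inactive = activation factor below 2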
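Material: Clostridium kluyveri diaphorase, purified enzyme; Quantity: enzyme 0.07 U/mL final; Medium: HEPES pH 7.4 buffer with MgCl2 and Tween 20; Dosing: single compound dose of 20 µM, 1% DMSO final; Schedule: 16 min reaction at room temperature; Measured by: red resorufin fluorescence at 544/590 nm excitation/emission.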
G6PDH counter = counter-screen for G6PDH assay hits: L. mesenteroides G6PDH inhibition; Purified L. mesenteroides G6PDH, diaphorase/resazurin coupled fluorescence, 45 min; inhibition, % at 5 µM; 200,000 compounds, 0.12% hits; in the data active = inhibition above about 50%
APP 5UTR inh = APP translation inhibition. 190,000 compounds, 0.82% hits. SH-SY5Y APP 5'UTR-luciferase reporter, luminescence. inhibition, % at 2 µM;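 active = inhibition above a set limit, derived from the sample mean plus 3 SD, cut at about 45% in these data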; also: values of inactives mirror those of a sister screen read the other way
TLR4-MyD88 BLA = inhibitors of human TLR4-MyD88 binding. 200,000 compounds, 0.18% hits. HeLa CL3-4 TLR4/MyD88 BLA complementation, FRET ratio. AID 861. inhibition, % at 8.4 µM; in the data active = inhibition above about 25%;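 also: 0% = vehicle and 100% = reference inhibitor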
Target sequence (O00206 whole entry, looked up): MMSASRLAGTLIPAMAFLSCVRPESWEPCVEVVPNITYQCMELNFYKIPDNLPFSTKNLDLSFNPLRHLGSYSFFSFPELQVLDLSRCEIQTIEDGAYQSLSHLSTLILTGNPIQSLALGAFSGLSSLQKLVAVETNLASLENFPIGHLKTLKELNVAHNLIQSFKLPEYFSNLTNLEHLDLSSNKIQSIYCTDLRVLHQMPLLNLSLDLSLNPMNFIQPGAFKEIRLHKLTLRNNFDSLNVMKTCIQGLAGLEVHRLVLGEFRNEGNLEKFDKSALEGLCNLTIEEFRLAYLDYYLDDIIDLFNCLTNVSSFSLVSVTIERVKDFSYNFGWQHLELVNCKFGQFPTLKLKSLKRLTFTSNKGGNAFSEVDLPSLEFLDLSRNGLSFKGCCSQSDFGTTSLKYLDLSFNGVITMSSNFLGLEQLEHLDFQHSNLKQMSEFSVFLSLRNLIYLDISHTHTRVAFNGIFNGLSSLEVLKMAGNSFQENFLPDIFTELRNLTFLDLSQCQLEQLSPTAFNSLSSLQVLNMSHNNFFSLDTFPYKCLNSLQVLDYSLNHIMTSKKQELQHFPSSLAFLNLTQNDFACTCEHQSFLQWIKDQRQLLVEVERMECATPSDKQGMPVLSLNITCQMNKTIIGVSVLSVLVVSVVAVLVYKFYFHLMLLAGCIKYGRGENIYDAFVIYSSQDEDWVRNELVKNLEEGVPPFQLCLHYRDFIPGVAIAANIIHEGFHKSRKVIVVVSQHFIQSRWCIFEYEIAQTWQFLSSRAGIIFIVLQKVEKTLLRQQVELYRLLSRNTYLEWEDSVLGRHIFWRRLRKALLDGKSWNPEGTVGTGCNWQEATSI
Target sequence (Q99836 whole entry, looked up): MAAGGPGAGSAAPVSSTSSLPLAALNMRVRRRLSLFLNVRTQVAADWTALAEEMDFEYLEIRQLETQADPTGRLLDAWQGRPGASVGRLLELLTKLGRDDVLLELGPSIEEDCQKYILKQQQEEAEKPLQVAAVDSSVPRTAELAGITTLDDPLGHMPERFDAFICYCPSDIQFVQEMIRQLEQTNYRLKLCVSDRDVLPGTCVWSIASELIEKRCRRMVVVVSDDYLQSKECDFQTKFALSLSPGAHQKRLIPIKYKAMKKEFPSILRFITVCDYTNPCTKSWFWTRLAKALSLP
STAT1 blocker = reduces IFN-gamma driven STAT1 reporter signal; NIH 3T3 STAT1-luciferase reporter, luminescence; inhibition, % at 5.5 µM; 200,000 compounds, 0.35% hits;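 active = inhibition above a set limit, the mean inhibition across all tested compounds plus 3 SD, cut at about 34% in these data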;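 also: 0% = IFN-gamma with DMSO and 100% = IFN-gamma with 300 µM nifuroxazide; values of inactives mirror those of a sister screen read the other way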
STAT1 act = increases IFN-gamma driven STAT1 reporter signal | activation (% of control), % at 5.5 µM | 200,000 compounds, 2.6% hits | NIH 3T3 STAT1-luciferase reporter, luminescence; 100% = IFN-gamma alone, no compound;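 active = activation above the screen-wide mean activation plus 3 SD, cut at about 130% in these data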;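 also: raw ratio to IFN-gamma control signal so 100% means no change and 0% no light; values of inactives mirror those of a sister screen read the other way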
Hsp70 activator = transcriptional activators of Hsp70 | HeLa Hsp70 promoter luciferase reporter, luminescence; scaled: vehicle 0, proteasome-inhibitor control 100% | activation, % at 10 µM | 200,000 compounds, 0.04% hits | AID 1203;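 active = activation above the mean across all tested compounds plus 3 SD, cutoff set per campaign, cut at about 5.5% in these data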;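 also: 100% = MG132 at 30 µM as the positive control and 0% = DMSO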
STAT3 activator = STAT3 signaling activation; U3A cells, IL-6 STAT3-luciferase reporter, luminescence; 100% = signal with IL-6 EC80 alone; activation (% of control), % at 5.6 µM; 190,000 compounds, 0.91% hits;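 active = activation above the screen-wide mean of compound activation plus 3 SD, cut at about 130% in these data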;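 also: 0% = background luminescence of wells with medium and substrate only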
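System – human U3A cells carrying STAT3-luciferase construct · Probe or stimulus – Interleukin-6, 33 ng/mL · Schedule – compound 1 h, then IL-6 6 h at 37 °C · Signal – luminescence from STAT3-driven luciferase reporter · Evaluation – percent of IL-6-only median luminescence · Benchmarks – IL-6-only high control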
Diaph inh CS = diaphorase inhibition or chemical oxidation counter-screen; diaphorase resazurin-to-resorufin fluorescence, NADH, 16 min; bacterial (C. kluyveri) enzyme, not human; inhibition, % at 20 µM; 190,000 compounds, 0.69% hits; AID 1217;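 active = primary screen inhibition at 20 µM above a set limit, cut at about 50% in these data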;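 also: plate controls were DMSO with full reaction for no effect and wells lacking NADH for full effect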
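Assay system: diaphorase enzyme from Clostridium kluyveri. Quantity: enzyme working solution with 0.14 U/mL diaphorase. Schedule: reaction incubation of 16 min at room temperature. Technique: resorufin fluorescence, excitation 544 nm, emission 590 nm. Controls: No-NADH positive control and DMSO neutral control.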
* marks the source's active call; other numbers are inactive results; / = not tested or not shown. Not a hit list; 6.1% or so of the library scored in one or more.

Every second line gives: STAT3 inh, Diaphorase act, G6PDH counter, APP 5UTR inh, TLR4-MyD88 BLA, STAT1 blocker, STAT1 act, Hsp70 activator, STAT3 activator, Diaph inh CS
1. Cc1nonc1NC(=O)CSc1nc2cc(Cl)ccc2c2c1CCCC2
 : -1, 1.1, -7, 4, 10, -4, 105, -0.1, 107, -10
2. CCc1nc(-c2ccc(OC)c(OC)c2)cc2cc(OC)c(OC)cc12
 : -1, 0.7, -18, 11, -3, 2, 98, -0.3, 100, 26
3. O=C(CC(=O)c1cccc([N+](=O)[O-])c1)Nc1ccccc1Cl
 : 14, 0.9, -3, 8, 10, 4, 95, 0.1, 90, 10
4. Cc1cc(Cl)n2nc(C)c(-c3ccc(Cl)cc3)c2n1
 : 2, 1, 6, 21, 19, -3, 101, -0.3, 100, 0
5. Cc1c(Cl)cccc1NC(=S)N1CCN(Cc2ccccc2)CC1
 : 9, 1, 0, -2, 2, -7, 105, -0.2, 100, -4
6. CCOC(=O)/C(N=Nc1c(C)n(C)n(-c2ccccc2)c1=O)=C(\C)O
 : 28, 0.9, 7, -4, -5, 11, 90, -0.2, 79, 8
7. CS(=O)(=O)Nc1ccc(S(=O)(=O)N2CCOCC2)cc1
 : 10, 0.8, 9, -4, 7, 0, 100, -0.2, 99, 20
8. O=C(O)c1ccc(COc2ccccc2/C=C2\NC(=O)N(Cc3ccc(F)cc3)C2=O)cc1
 : 4, 1.2, 3, 2, 2, 1, 97, 0.3, 100, -23
9. C=CCn1c(SCC(C)=O)nnc1-c1cc(-c2ccccc2)sc1N
 : 9, 0.8, -3, -5, -7, 2, 98, 0.1, 95, 17
10. COc1cccc(-c2nnc3sc(-c4ccco4)nn23)c1
 : 11, 1, 8, -52, 7, -8, 106, -0.1, 94, -1
11. Cc1ccc(C2C(C#N)=C(N)Oc3nc(-c4ccccc4)[nH]c32)o1 (centres undefined)
 : -5, 0.7, -2, -2, 4, 1, 99, 0.0, 108, 27
12. Cc1sc(N/N=C/c2cc([N+](=O)[O-])ccc2O)nc1-c1ccccc1
 : 14, 1, 13, 50*, -14, -1, 99, -0.1, 97, 4
13. CCOC(=O)c1sc(NC(=O)c2ccc(CC)s2)nc1C
 : 5, 0.9, -9, -29, 9, -29, 126, -0.5, 99, 6
14. COc1cccc(C(=O)C2=NN(C(C)=O)CC2c2ccco2)c1 (centres undefined)
 : 2, 0.9, 1, -3, -18, -4, 102, -0.1, 106, 14
15. COc1cccc(NC(=O)CN2CCSc3ccccc32)c1
 : -7, 0.9, 6, 24, -9, -1, 99, -0.1, 111, 5
16. CCNc1cc(S(=O)(=O)C(F)(F)F)ccc1N
 : 6, 0.9, 4, -10, -8, 13, 89, -0.1, 98, 10
17. CCc1nnc(NC(=O)c2ccc(-c3cccc(C(F)(F)F)c3)o2)s1
 : 18, 0.9, 7, 6, 0, -4, 104, 0.0, 88, 7
18. COCc1cc(=O)[nH]c(Nc2nc(C)c3cc(OC)ccc3n2)n1
 : 21, 1, 11, 10, -1, -5, 105, -0.5, 86, -1
19. Cc1ccnc(NS(=O)(=O)c2ccc(NC(=O)c3ccc4c(c3)OCCO4)cc2)n1
 : 5, 0.9, 7, -23, -11, 6, 92, -0.4, 99, 7
20. COc1ccc(/C=N/NC(=O)CC(=O)N/N=C/c2ccc(OC)cc2)cc1
 : 2, 1, 0, 17, 1, -1, 103, 0.0, 103, 2
21. O=C(COC(=O)CNS(=O)(=O)c1c(Cl)cccc1Cl)Nc1cccnc1Cl
 : 9, 0.9, 6, 7, -5, 7, 94, -0.2, 100, 9
22. CC(=O)N1CCN(c2ccc([N+](=O)[O-])cc2)CC1
 : 6, 0.9, 2, 16, -12, 7, 92, -0.3, 97, 6
23. CCCC[C@@H]1C[C@H]1[C@@H](NC(=O)c1ccccc1)c1ccccc1C(F)(F)F
 : -8, 0.8, 11, -12, -7, 5, 96, -0.3, 104, 17
24. CC(C)C(=O)NCCc1c[nH]c2ccccc12
 : 4, 1.1, 2, -16, -6, -10, 109, -0.4, 98, -6
25. O=C(CCOc1ccccc1)OCC(=O)c1cc2ccccc2o1
 : -8, 0.7, 2, 7, -10, -1, 101, 0.0, 112, 27
26. COc1ccc(NC(=O)CC2C(=O)N(C)C(=S)N2Cc2ccc3c(c2)OCO3)cc1 (centres undefined)
 : 0, 1, 11, 21, -4, -6, 106, -0.1, 100, -4
27. CCOC(=O)c1c(N=CN(C)C)c(C#N)c2n1CCCC2
 : -4, 1, 3, -6, -13, -3, 103, -0.3, 106, 1
28. Fc1ccc(NC(=S)Nc2cccnc2)c(F)c1F
 : 24, 1, 2, -1, -5, 17, 83, -0.4, 87, 1
29. O=C(CCCSc1nc2ccccc2s1)Nc1nccs1
 : -19, 0.8, 9, -7, -1, 2, 98, -0.2, 120, 22
30. CN1CCN(CC(=O)C23CC4CC(CC(C4)C2)C3)CC1
 : 13, 0.9, 10, -3, 10, 0, 100, -0.1, 95, 8
31. Cc1ccc(-c2nnc(COc3cccc(-n4cnnn4)c3)o2)cc1
 : -12, 0.9, -4, 1, -8, -13, 112, -0.4, 113, 11
32. Cc1nnc(NC(=O)C2CCN(S(=O)(=O)c3ccc(Cl)cc3)CC2)s1
 : 10, 0.9, 2, 12, -4, 1, 98, 0.0, 93, 12
33. CC(NC(=O)c1ccco1)C(c1cccs1)N1CCN(c2ccccc2F)CC1 (centres undefined)
 : -3, 0.8, 11, 1, 21, 2, 98, -0.2, 106, 19
34. Cc1cccc(NC(=S)c2nc3ccccc3s2)c1
 : -31, 0.9, -2, -205, -4, -48, 143*, 0.2, 134*, 9
35. CCNC(=O)O/N=C(\C)c1sc(-c2ccc(Cl)cc2)nc1C
 : -15, 1, 6, -160, 0, -49, 144*, 0.3, 113, 4
36. CCOc1ccccc1C1CC(=O)NC2=C1C(=O)CC(C)(C)C2 (centres undefined)
 : 4, 0.9, 4, -1, 8, 2, 98, -0.2, 101, 9
37. CN(C)c1ccc(CN2CCC(C(N)=O)CC2)cc1
 : 12, 0.8, 13, 3, 10, 0, 99, 0.3, 96, 23
38. Cc1ccc(CNS(=O)(=O)/C=C/c2ccc3c(c2)OCO3)cc1
 : 7, 0.9, -19, /, 4, -1, 101, -0.1, 99, 10
39. CCOC(=O)C1CCN(C(=O)CSc2cc(=O)n(CC)c3ccccc23)CC1
 : 14, 0.9, -9, 8, -4, 14, 88, -0.3, 92, 13
40. O=C(/C=C/c1ccco1)NC(=S)Nc1nc(-c2ccc(Cl)cc2)cs1
 : 0, 0.9, -9, 4, 6, -3, 103, 0.1, 97, 13
41. CN(C)/C=N/c1ncc(C(=O)c2ccc(Cl)cc2)s1
 : 15, 1, -24, -12, 1, -21, 119, -0.1, 90, 2
42. Cc1cc(C)c2nc(SCC(=O)Nc3ccc(S(=O)(=O)N4CCCC4)cc3)c(C)cc2c1
 : -3, 0.9, 1, 12, -9, -5, 104, -0.2, 103, 7
43. Cc1ccc(-c2nnn(CC(=O)N(CC(=O)NC3CCCC3)c3cnc4ccccc4c3)n2)o1
 : 6, 0.9, 2, -12, -13, -5, 105, -0.3, 103, 10
44. O=C(CCNC(=O)c1ccc([N+](=O)[O-])cc1)N/N=C/c1ccc(F)cc1
 : -1, 1, -4, -2, -9, -1, 100, -0.3, 105, 4
45. CC(C)C(=O)Nc1cccc(C(=O)NCc2ccc3c(c2)OCO3)c1
 : 1, 0.9, -5, 6, -2, 4, 96, 0.2, 102, 15
46. COc1cc(CN2CCN(S(=O)(=O)c3ccc(F)cc3)CC2)cc(OC)c1OC
 : 9, 0.7, 12, 11, 11, 8, 92, -0.1, 97, 29
47. Cc1ccc(NS(=O)(=O)N(C)C)cc1
 : 4, 0.9, 3, 16, 6, -2, 102, -0.5, 98, 14
48. O=c1cc(CN2CCN(Cc3ccccc3)CC2)c2cc(Cl)ccc2o1
 : 4, 0.8, 4, 16, -13, -4, 104, -0.2, 103, 24
49. Cc1nn(CC(C)C)c(=S)[nH]c1=O
 : 14, 0.8, 4, -10, 0, -5, 103, -0.3, 92, 16
50. CCCn1c(SCC(=O)Nc2cc(Cl)ccc2OC)n[nH]c1=O
 : 3, 0.9, 4, 9, 4, 10, 91, -0.3, 102, 5

Some of these compounds in order of molecular weight, highest first:
Every second line gives: STAT3 inh, Diaphorase act, G6PDH counter, APP 5UTR inh, TLR4-MyD88 BLA, STAT1 blocker, STAT1 act, Hsp70 activator, STAT3 activator, Diaph inh CS
43. Cc1ccc(-c2nnn(CC(=O)N(CC(=O)NC3CCCC3)c3cnc4ccccc4c3)n2)o1
 : 6, 0.9, 2, -12, -13, -5, 105, -0.3, 103, 10
46. COc1cc(CN2CCN(S(=O)(=O)c3ccc(F)cc3)CC2)cc(OC)c1OC
 : 9, 0.7, 12, 11, 11, 8, 92, -0.1, 97, 29
48. O=c1cc(CN2CCN(Cc3ccccc3)CC2)c2cc(Cl)ccc2o1
 : 4, 0.8, 4, 16, -13, -4, 104, -0.2, 103, 24
50. CCCn1c(SCC(=O)Nc2cc(Cl)ccc2OC)n[nH]c1=O
 : 3, 0.9, 4, 9, 4, 10, 91, -0.3, 102, 5
45. CC(C)C(=O)Nc1cccc(C(=O)NCc2ccc3c(c2)OCO3)c1
 : 1, 0.9, -5, 6, -2, 4, 96, 0.2, 102, 15
47. Cc1ccc(NS(=O)(=O)N(C)C)cc1
 : 4, 0.9, 3, 16, 6, -2, 102, -0.5, 98, 14
49. Cc1nn(CC(C)C)c(=S)[nH]c1=O
 : 14, 0.8, 4, -10, 0, -5, 103, -0.3, 92, 16
